D3 antag – D3 dopamine receptor (human) antagonism; max response, negative = inhibition, %; 360,000 compounds, 2.5% hits; AID 652054; D3R cells, DiscoveRx beta-arrestin luminescence, antagonist mode; hits give low values; in the data active means max response below about -50%; inconclusive means no clear call, values can overlap the other calls; further: on the % scale 0 is the no-effect control and ±100 the full control effect; mostly tested at two doses, the higher about 12 µM
Target sequence (P35462 whole entry, looked up): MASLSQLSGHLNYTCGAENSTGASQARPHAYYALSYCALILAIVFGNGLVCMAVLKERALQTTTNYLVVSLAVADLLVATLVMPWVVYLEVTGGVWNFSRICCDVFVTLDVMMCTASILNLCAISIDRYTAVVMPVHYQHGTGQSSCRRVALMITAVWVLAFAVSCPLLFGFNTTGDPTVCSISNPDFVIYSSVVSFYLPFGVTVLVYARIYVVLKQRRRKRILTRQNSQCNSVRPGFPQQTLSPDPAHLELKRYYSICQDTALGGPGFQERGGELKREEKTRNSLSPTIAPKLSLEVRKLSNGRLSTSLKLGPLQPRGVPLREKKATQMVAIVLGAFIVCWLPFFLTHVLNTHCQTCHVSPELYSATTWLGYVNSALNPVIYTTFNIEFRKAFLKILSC
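Cells plated overnight at 1500 cells/well, then exposed to library compounds with dopamine controls for 90 minutes at 37 degrees C. DiscoveRx reagent added for 30–60 minutes at room temperature; luminescence read, quantitative HTS format.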
KB-V1 cytotox – kills drug-selected multidrug resistant KB-V1 cells | KB-V1 MDR cells viability, CellTiter-Glo, 72 h | Potency, µM (titrated, usually from 46.1 µM), inactives show at the highest dose activity change, negative = cytotoxicity, most hits filed as cytotoxic | 400,000 compounds, 3.4% hits | AID 1347076; further: potency means the concentration at half of the fitted maximal effect; on the % scale 0 is the no-effect control and ±100 the full control effect; nearly all actives have a fitted effect of over 60% in size
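In this primary screen, KB-V1 cells overexpressing P-gp are incubated with library compounds (lowest to highest concentration) for 72 h at 37 degrees C before a luminescent ATP viability read.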
IL-1B inflam inh – inhibitors of inflammasome signaling (IL-1 beta secretion); THP-1 LPS/ATP IL-1B secretion, AlphaLISA, 16 h; hits give low values; activity change, % at 57.5 µM; 360,000 compounds, 4.7% hits; AID 743279; in the data active means activity change below about -50%; inconclusive means mostly about -30% to -49%; further: on the % scale 0 is the no-effect control and ±100 the full control effect
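THP-1 cells pretreated 1 hr with compounds (up to 57.5 uM final), then stimulated with LPS (250 ng/mL final) plus ATP (1.25 mM final); secreted IL-1B measured by AlphaLISA after 16 hr, decreased signal indicating inhibition.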
HT1080 IDH1KD tx – toxicity to HT-1080 IDH1 knockdown cells (counter line) | 360,000 compounds, 2% hits | Potency, µM (titrated, usually from 46.1 µM), for the others: at the highest dose activity, negative = toxicity, most hits filed as cytotoxic | HT-1080 IDH1 knockdown viability, ATP luminescence, 48 h;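 further: potency means the concentration at half of the fitted maximal effect; 0% = DMSO wells and -100% = cell-free medium wells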
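IDH1KD HT-1080 cells, 750/well, RPMI + 5% FBS; compound pinned after 2 h settling; 48 h, 37 °C; CellTiter-Glo luminescence; % activity normalised to DMSO and no-cell wells; curves fitted, classed by r2 and efficacy.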
DRD3 agonist – agonists of human D3 dopamine receptor | 410,000 compounds, 0.58% hits | AID 652048 | D3R DiscoveRx beta-arrestin cells, luminescence, 90 min | max activation, %; in the data active means max activation above about 30%; further: 0% is about no effect; mostly tested at two doses, the higher about 12 µM
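Agonist mode: compounds and dopamine controls were applied to plated cells for 90 min at 37 degrees C after an overnight attachment at 1500 cells/well. Luminescent read-out followed 30 - 60 minutes at room temperature with DiscoveRx detection reagent.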
SW480 rereplic – inducers of DNA re-replication in SW480 colon cancer cells; 340,000 compounds, 1.8% hits; SW480 DNA re-replication, Hoechst DNA content imaging, 48 h; AID 624297; Potency, µM (highest dose often 46.1 µM), for the others: at the top dose re-replication activation, usual class: activators; further: potency means the concentration at half of the fitted maximal effect; % of control where 0% means no effect; nearly all actives have a fitted effect of over 55% in size
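Compounds, transferred as 23 nL by pin tool, were incubated with cells for 48 hr; DNA content per nucleus was then quantified by Hoechst staining and fluorescence plate imaging.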
GLP1R ag – activates the human GLP-1 receptor | 380,000 compounds, 0.007% hits | Potency, µM (top dose mostly 45.6 µM), without a hit: at the highest dose activation, most hits filed as activators | P43220 | HEK293 GLP-1R CRE-luciferase, luminescence, 4-6 h; cells express a hypersensitive GLP-1R form; further: potency means the concentration at half of the fitted maximal effect; % of control where 0% means no effect
Target sequence (P43220 whole entry, looked up): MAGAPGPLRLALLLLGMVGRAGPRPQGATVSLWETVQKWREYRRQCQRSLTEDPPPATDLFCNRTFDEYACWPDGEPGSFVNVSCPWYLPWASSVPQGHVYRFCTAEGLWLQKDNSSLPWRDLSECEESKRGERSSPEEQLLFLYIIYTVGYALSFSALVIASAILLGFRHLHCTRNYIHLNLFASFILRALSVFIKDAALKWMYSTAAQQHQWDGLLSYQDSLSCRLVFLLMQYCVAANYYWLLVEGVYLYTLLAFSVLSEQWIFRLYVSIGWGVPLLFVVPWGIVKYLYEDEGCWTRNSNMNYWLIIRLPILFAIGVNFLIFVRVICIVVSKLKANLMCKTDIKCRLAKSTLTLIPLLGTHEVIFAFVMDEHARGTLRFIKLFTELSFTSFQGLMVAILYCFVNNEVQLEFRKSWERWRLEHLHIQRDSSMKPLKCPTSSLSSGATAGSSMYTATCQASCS
HT1080-NT tox – kills 2HG-producing HT-1080-NT fibrosarcoma cells | 360,000 compounds, 1.6% hits | HT-1080-NT fibrosarcoma viability, CellTiter-Glo ATP luminescence, 48 h | AID 686970 | Potency, µM (highest dose often 46.1 µM), for the others: at the top dose activity, negative = less viability, hits mostly cytotoxic;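 further: NT is the 2HG producing partner of a matched IDH1 knockdown line; potency means the concentration at half of the fitted maximal effect; 0% = DMSO-treated cells and -100% = media-only wells without cells; nearly all actives have a fitted effect of over 55% in size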
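Fibrosarcoma NT cells, 750 per well in 5% FBS RPMI, were exposed to compound for 48 hours. Viability: CellTiter-Glo luminescence.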
KB-3-1 cytotox – KB-3-1 parental cell cytotoxicity; KB-3-1 viability, CellTiter-Glo ATP luminescence, 72 h; Potency, µM (highest dose often 46.1 µM), for inactives: at the highest dose activity change, negative = cytotoxic, most hits filed as cytotoxic; 400,000 compounds, 1.4% hits; AID 1347075; further: potency means the concentration at half of the fitted maximal effect; on the % scale 0 is the no-effect control and ±100 the full control effect; nearly all actives have a fitted effect of over 60% in size
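Using CellTiter-Glo luminescence, growth of non-resistant KB-3-1 adenocarcinoma cells is assessed 72 h after pin-tool compound addition at 37 °C. Normalized responses across the concentration series yield fitted curves.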
The depositor's hits bear a star; [ ] = remark or other dose. Unless noted, the call rests on the fitted dose curve; in most records, active means well fitted curve in the direction sought with a large enough effect; inconclusive means small, poorly fitted or top-dose-only effect, or another doubt; inactive means no such curve, though single readings can be large; an effect the other way counts as inactive or inconclusive. Rows were taken by chance. About 12% of those tested had a hit in this group.

How did Cc1ccccc1-c1csc(N)n1 do in these assays?
D3 antag: 7; KB-V1 cytotox: 6%; IL-1B inflam inh: 6; HT1080 IDH1KD tx: -1%; DRD3 agonist: 6; SW480 rereplic: -7%; GLP1R ag: 7%; HT1080-NT tox: 9%; KB-3-1 cytotox: 1%

What do the screens show for `O=C(Nc1ccc(Nc2ccccc2)cc1)c1ccc(Cl)cc1[N+](=O)[O-]`?
D3 antag: -66*; KB-V1 cytotox: inconclusive; IL-1B inflam inh: 0; HT1080 IDH1KD tx: -3%; DRD3 agonist: -15; SW480 rereplic: -9%; GLP1R ag: 3%; HT1080-NT tox: -10%; KB-3-1 cytotox: -11%

How did CCCC[C@@H]1C=C(C(=O)O)[C@H](c2ccc(Br)cc2)N1S(=O)(=O)c1ccc(C)cc1 do in these assays?
D3 antag: -4; KB-V1 cytotox: -2%; IL-1B inflam inh: 0; HT1080 IDH1KD tx: -6%; DRD3 agonist: -17; SW480 rereplic: inconclusive; GLP1R ag: 12%; HT1080-NT tox: -3%; KB-3-1 cytotox: 1%

How did CC(=O)Nc1ccc(NC(=O)/C(Cl)=C/c2ccccc2)cc1 do in these assays?
D3 antag: 0; KB-V1 cytotox: 1%; IL-1B inflam inh: -10; HT1080 IDH1KD tx: 11%; DRD3 agonist: 5; SW480 rereplic: -8%; GLP1R ag: -9%; HT1080-NT tox: 14%; KB-3-1 cytotox: 9%

What do the screens show for `O=C(Nc1ccc(F)cc1)OCCN1CCN(Cc2ccccc2)CCC1=O`?
D3 antag: -10; KB-V1 cytotox: inconclusive; IL-1B inflam inh: 65; HT1080 IDH1KD tx: 1%; DRD3 agonist: -14; SW480 rereplic: -34%[inhibitor]; GLP1R ag: 12%; HT1080-NT tox: -1%; KB-3-1 cytotox: inconclusive

What do the screens show for `NC(=O)C1CCN(C(=O)c2ccc3c(c2)S(=O)(=O)c2ccccc2C3=O)CC1`?
D3 antag: 23; KB-V1 cytotox: 0%; IL-1B inflam inh: 11; HT1080 IDH1KD tx: -4%; DRD3 agonist: 0; SW480 rereplic: inconclusive; GLP1R ag: 22%; HT1080-NT tox: -6%; KB-3-1 cytotox: -1%

Results for O=C(/C=C\c1ccccc1)Nc1nccs1 ?
D3 antag: -3; KB-V1 cytotox: 6%; IL-1B inflam inh: 27; HT1080 IDH1KD tx: -3%; DRD3 agonist: -5; SW480 rereplic: -1%; GLP1R ag: -10%; HT1080-NT tox: -20%; KB-3-1 cytotox: -6%

How did CCC(=O)Oc1c(C(=O)CC)cc2c(C)cc(=O)oc2c1C do in these assays?
D3 antag: -1; KB-V1 cytotox: 16µM*; IL-1B inflam inh: -65*; HT1080 IDH1KD tx: -6%; DRD3 agonist: 18; SW480 rereplic: 17%; GLP1R ag: 1%; HT1080-NT tox: -5%; KB-3-1 cytotox: -3%

Results for Cc1ccc(-c2cnc(C(O)c3ccc(Cl)c(F)c3)[nH]2)cc1 (stereo not drawn) ?
D3 antag: -17; KB-V1 cytotox: -6%; IL-1B inflam inh: 2; HT1080 IDH1KD tx: -16%; DRD3 agonist: -7; GLP1R ag: -2%; HT1080-NT tox: -5%; KB-3-1 cytotox: 0%

How did COc1cc(C(=O)NCCOc2cccc3cccnc23)cc(OC)c1OC do in these assays?
D3 antag: 19; KB-V1 cytotox: -2%; IL-1B inflam inh: 15; HT1080 IDH1KD tx: 2%; DRD3 agonist: 5; SW480 rereplic: -2%; GLP1R ag: -1%; HT1080-NT tox: 1%; KB-3-1 cytotox: -1%

How did O=C(/C=C/c1ccc(S(=O)(=O)NCc2ccco2)cc1)NCc1ccccc1Cl do in these assays?
D3 antag: -20; KB-V1 cytotox: inconclusive; IL-1B inflam inh: inconclusive; HT1080 IDH1KD tx: inconclusive; DRD3 agonist: 1; SW480 rereplic: 0%; GLP1R ag: -3%; HT1080-NT tox: inconclusive; KB-3-1 cytotox: inconclusive

What do the screens show for `COc1cc(C)c(S(=O)(=O)N2CCN=C2c2ccccc2)cc1C`?
D3 antag: -22; KB-V1 cytotox: -25%; IL-1B inflam inh: 4; HT1080 IDH1KD tx: -2%; DRD3 agonist: -12; GLP1R ag: 8%; HT1080-NT tox: -2%; KB-3-1 cytotox: inconclusive

How did Cc1cc(NS(=O)(=O)Cc2ccccc2)no1 do in these assays?
D3 antag: -20; KB-V1 cytotox: 5%; IL-1B inflam inh: -5; HT1080 IDH1KD tx: 23%; DRD3 agonist: 2; SW480 rereplic: -2%; GLP1R ag: -3%; HT1080-NT tox: 16%; KB-3-1 cytotox: 7%

Results for Cc1cccc(-n2ncc(C#N)c2-n2cccc2)c1 ?
D3 antag: -21; KB-V1 cytotox: inconclusive; IL-1B inflam inh: 29; HT1080 IDH1KD tx: 0%; DRD3 agonist: 11; SW480 rereplic: 2%; GLP1R ag: 17%; HT1080-NT tox: 6%; KB-3-1 cytotox: 6%

Results for COc1ccccc1C(=O)NCCC(=O)N1CC(C)OC(C)C1 (stereo not drawn) ?
D3 antag: -1; KB-V1 cytotox: -1%; IL-1B inflam inh: 5; HT1080 IDH1KD tx: 22%; DRD3 agonist: -3; SW480 rereplic: -33%[inhibitor]; GLP1R ag: 5%; HT1080-NT tox: 16%; KB-3-1 cytotox: 1%

Results for Cc1ccc(CS(=O)(=O)Cc2ccc(C(=O)NC3CCCCCC3)o2)cc1 ?
D3 antag: 2; KB-V1 cytotox: -9%; IL-1B inflam inh: -7; HT1080 IDH1KD tx: -9%; DRD3 agonist: 1; SW480 rereplic: 4%; GLP1R ag: 5%; HT1080-NT tox: 2%; KB-3-1 cytotox: 5%

Results for O=C1CCC(OCc2ccccc2)CCN1[C@H](CSc1ccccc1)Cc1ccccc1 (stereo partly drawn) ?
D3 antag: -23; KB-V1 cytotox: -5%; IL-1B inflam inh: -5; HT1080 IDH1KD tx: inconclusive; DRD3 agonist: -4; GLP1R ag: 2%; HT1080-NT tox: inconclusive; KB-3-1 cytotox: inconclusive

How did COc1cc2c(cc1OC)C(COc1cc(C)cc(C)c1)N(C(C)=O)CC2 (stereo not drawn) do in these assays?
D3 antag: -15; KB-V1 cytotox: -19%; IL-1B inflam inh: -6; HT1080 IDH1KD tx: -27%; DRD3 agonist: -1; SW480 rereplic: -37%[inhibitor]; GLP1R ag: 18%; HT1080-NT tox: 1%; KB-3-1 cytotox: -24%

What do the screens show for `O=[N+]([O-])c1cnc(N2CCCCC2)c([N+](=O)[O-])c1`?
D3 antag: 2; KB-V1 cytotox: 20%; IL-1B inflam inh: 19; HT1080 IDH1KD tx: 19%; DRD3 agonist: 1; SW480 rereplic: 1%; GLP1R ag: -2%; HT1080-NT tox: 9%; KB-3-1 cytotox: 1%

Results for Nc1c(NCc2ccccc2)c2ccccc2oc1=O ?
D3 antag: -8; KB-V1 cytotox: 0%; IL-1B inflam inh: 0; HT1080 IDH1KD tx: 7%; DRD3 agonist: 13; SW480 rereplic: -2%; GLP1R ag: 20%; HT1080-NT tox: 10%; KB-3-1 cytotox: -17%

What do the screens show for `CC(=O)c1cc(C#N)c(Oc2ccc(F)cc2)nc1C`?
D3 antag: -12; KB-V1 cytotox: 0%; IL-1B inflam inh: 17; HT1080 IDH1KD tx: 11%; DRD3 agonist: -3; SW480 rereplic: -4%; GLP1R ag: 9%; HT1080-NT tox: 7%; KB-3-1 cytotox: -8%

What do the screens show for `Cc1cc(S(=O)(=O)NCCc2ccccc2)c(C)s1`?
D3 antag: -15; KB-V1 cytotox: -37%; IL-1B inflam inh: -7; HT1080 IDH1KD tx: -23%; DRD3 agonist: -21; SW480 rereplic: -1%; GLP1R ag: 11%; HT1080-NT tox: 2%; KB-3-1 cytotox: -2%

Results for O=c1cccccc1NCc1ccccc1 ?
D3 antag: inconclusive; KB-V1 cytotox: 0%; IL-1B inflam inh: 0; HT1080 IDH1KD tx: 0%; DRD3 agonist: -2; SW480 rereplic: -28%; GLP1R ag: 2%; HT1080-NT tox: 2%; KB-3-1 cytotox: 6%

How did Nc1nc(COC(=O)CCC(=O)c2ccc(Cl)cc2)nc(Nc2ccccc2)n1 do in these assays?
D3 antag: -19; KB-V1 cytotox: -10%; IL-1B inflam inh: 13; HT1080 IDH1KD tx: -1%; DRD3 agonist: 0; SW480 rereplic: -22%; GLP1R ag: 2%; HT1080-NT tox: -1%[9.24 µM]; KB-3-1 cytotox: -1%

What do the screens show for `CCc1cccc(NC(=O)Cn2cccc2)c1`?
D3 antag: 4; KB-V1 cytotox: -18%; IL-1B inflam inh: 4; HT1080 IDH1KD tx: 10%; DRD3 agonist: 22; SW480 rereplic: -1%; GLP1R ag: -6%; HT1080-NT tox: 18%; KB-3-1 cytotox: 9%

What do the screens show for `Nn1c(=O)c2ccccc2n2c(SCc3ccc(C(F)(F)F)cc3)nnc12`?
D3 antag: 44; KB-V1 cytotox: -8%; IL-1B inflam inh: 0; HT1080 IDH1KD tx: 12%; DRD3 agonist: 0; SW480 rereplic: -6%; GLP1R ag: -3%; HT1080-NT tox: 21%; KB-3-1 cytotox: 9%

What do the screens show for `O=C1CSC(c2cccc(O)c2)N1Cc1ccccc1` (stereo not drawn)?
D3 antag: 12; KB-V1 cytotox: -1%; IL-1B inflam inh: 22; HT1080 IDH1KD tx: 2%; DRD3 agonist: 1; SW480 rereplic: -32%[inhibitor]; GLP1R ag: 4%; HT1080-NT tox: 1%; KB-3-1 cytotox: -1%

How did Cc1ccc(Cc2nnc(SCC(=O)Nc3c(C)cccc3C)[nH]c2=O)cc1 do in these assays?
D3 antag: 2; KB-V1 cytotox: -2%; IL-1B inflam inh: 15; HT1080 IDH1KD tx: -1%; DRD3 agonist: -15; SW480 rereplic: -3%; GLP1R ag: -9%; HT1080-NT tox: 0%; KB-3-1 cytotox: -2%
